SDO1 yeast rescue: growth rescue of sdo1-depleted yeast, primary screen, S. cerevisiae, bone marrow failure model. S. cerevisiae sdo1-depleted JHY4D growth rescue, OD600 30 h; hits give high values; pdr5 snq2 efflux-pump mutant strain. z-score at 10 µM. hit rate 0.21% among 140,000. AID 817, 2007;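 active means z-score above 3 at both the 24 hr and the 30 hr optical density reads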;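 further: z-score against mean and SD of all compound wells on the same plate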
INS promoter inh: inhibitors of insulin promoter-driven GFP, primary screen, imaging, TRM-6 cells (human fetal islet line), eGFP reporter, cell count. reporter expression induced with tamoxifen. inhibition, % at 2 µM. hit rate 0.9% among 130,000. AID 1273, 2008;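 active means inhibition above the mean plus 3 SD, with well images judged a real hit on visual review, cut at about 60% in these data, passing the limit was not always enough; inconclusive means inhibition over the cutoff but images rejected on review; inactive means inhibition not above the cutoff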
SDO1 yeast rescue Rescue 24 h: also measured in SDO1 yeast rescue; calls as there; z-score; S. cerevisiae sdo1-depleted JHY4D growth rescue, OD600; measured here: growth rescue at 24 h;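 0 is the plate mean of compound wells and units are plate SD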
Active calls of the source: *; ? = inconclusive; / = not tested or not shown.

Start of the listing, in advance:
SDO1 yeast rescue	SDO1 yeast rescue Rescue 24 h	INS promoter inh	SMILES
-1.3	-1.4	-3	COc1ccccc1C1SCCN1S(=O)(=O)c1cccc(C(F)(F)F)c1 (stereo unspecified)
-1.2	-0.49	/	C/C(=N\Nc1cc(Cl)nc(C)n1)c1ccc(Cl)c(Cl)c1
-1.6	-1.6	4	Cc1cc(Cl)ccc1NC(=S)NCc1ccc(Cl)cc1
-1.4	-0.96	10	Cc1cc(-c2ccccc2)n2ncc(-c3ccccc3)c2n1

Main list (from the top)
SDO1 yeast rescue	SDO1 yeast rescue Rescue 24 h	INS promoter inh	SMILES
-1.3	-1.4	-3	COc1ccccc1C1SCCN1S(=O)(=O)c1cccc(C(F)(F)F)c1 (stereo unspecified)
-1.2	-0.49	/	C/C(=N\Nc1cc(Cl)nc(C)n1)c1ccc(Cl)c(Cl)c1
-1.6	-1.6	4	Cc1cc(Cl)ccc1NC(=S)NCc1ccc(Cl)cc1
-1.4	-0.96	10	Cc1cc(-c2ccccc2)n2ncc(-c3ccccc3)c2n1
-0.19	-0.48	67	Cc1cccc(Cn2c(NCC(C)O)nc3c2c(=O)n(C)c(=O)n3C)c1 (stereo unspecified)
-0.71	0.03	17	COc1ccc(N(CCCN2C(=O)c3cccc4cccc(c34)C2=O)C(=O)c2cccs2)cc1
-2.2	-1.4	/	Cc1cc(C)nc(N2CCCC(C(=O)NCc3cccc(C(F)(F)F)c3)C2)n1 (stereo unspecified)
-0.87	-0.77	18	CCn1c(COc2c(C)cccc2C)nnc1SCC(=O)N1CCN(c2ccccc2)CC1
0.84	0.41	-149	O=C(Oc1ccc(N2C(=O)CCC2=O)cc1)c1ccccc1
-0.06	-0.35	/	CCc1ccc(NC(=O)C(=O)N/N=C(\C)CC(=O)Nc2ccccn2)cc1
0.56	0.4	24	Cc1ccc2cccc(SCC(=O)NCC#N)c2n1
-1.8	-0.43	/	N/C(=N\OC(=O)COc1ccccc1Cl)c1ccc(Cl)cc1
1.5	1.6	20	Cc1cc(NC(=O)CCCN2C(=O)c3cccnc3C2=O)no1
0.86	0.83	/	CC(=O)c1ccc(OCC(O)CN2C(C)(C)CC(O)CC2(C)C)cc1 (stereo unspecified)
/	/	-11	CC(=O)Nc1cccc(NC=C(C#N)C#N)c1
0.8	0.23	15	COC(=O)c1cc(NS(=O)(=O)c2ccc(N3CCOCC3)c([N+](=O)[O-])c2)cc(C(=O)OC)c1
-2.7	-1.9	/	CCCCC(=O)Nc1nc2c(OC)ccc(OC)c2s1
/	/	-8	Cc1noc(C)c1COC(=O)CNC(=O)c1cccc(F)c1
-0.14	-0.29	/	CCOC(=S)SCC(=O)N1CCc2cc(OC)ccc2C1C1C(=O)CCCC1=O (stereo unspecified)
0.83	0.96	/	COc1ccc(C(=O)C2C(c3ccc(-c4ccccc4[N+](=O)[O-])o3)NC(=O)NC2(O)C(F)(F)F)cc1 (stereo unspecified)
-2.5	-1.8	9	C=CCn1c(SCC(=O)Nc2cc(C)on2)nc2sc(CC)cc2c1=O
-0.58	-0.69	33	C=C(Cl)COc1cc(C)cc2oc(=O)cc(CC)c12
-0.33	-0.64	/	O=C(NCc1ccncc1)C1CCN(S(=O)(=O)Cc2ccccc2)CC1
-0.48	-0.65	56	CC(C)n1c(-c2cccs2)nc2ccccc21
-0.6	-0.31	-6	Cc1cccc(NC(=O)C(=O)NCCCc2ccccc2)c1
-0.43	-1.4	29	COc1ccc2nc(Nc3nc4cc5c(cc4s3)OCCO5)sc2c1
-0.72	0.41	/	COc1cccc(-c2cc(C(=O)Nc3cc(C)on3)no2)c1
-0.53	-0.6	33	COC(=O)c1ccc(-n2c(C)cc(C(=O)COC(=O)CNS(=O)(=O)c3ccc(C)cc3)c2C)cc1
1.6	2	30	CCCc1n[nH]c2c1C(=O)C(C(=O)OC)C(C)(C)C2 (stereo unspecified)
0.26	0.57	8	CCOC(=O)N1CCN(C(=O)c2ccc3c(=O)n(Cc4ccccc4OC)c(=S)[nH]c3c2)CC1
/	/	-417	Cc1ccnc2ccc(SC(F)(F)F)cc12
0.73	0.19	/	CCNC(=O)CSc1nc2ccccc2c(=O)n1OC
0.11	0.79	0	O=S(=O)(Nc1nc2ccccc2nc1Nc1ccc(N2CCOCC2)cc1)c1cc(Cl)ccc1Cl
-1	-1.6	/	Cc1[nH]n2c(=O)cc(C(C)C)nc2c1-c1ccccc1
0.31	0.07	16	CN(C)CCCN(C(=O)c1ccc2c(c1)CCCC2)c1nc2c(F)cccc2s1
-1.3	-1.1	/	NC1=NC(=O)/C(=C/c2ccccc2OS(=O)(=O)c2ccc3ccccc3c2)S1
-0.36	-1.3	/	N#Cc1c(-c2ccccc2)c(-c2ccccc2)nn(CC(=O)NNC(=O)Nc2ccccc2)c1=O
-0.97	-1.1	-35	CC1CCCCC1NC(=O)c1nn(C)c(=O)c2ccccc12 (stereo unspecified)
0.62	0	-32	CC(C)(C)CNC(CO)C12CC3CC(CC(C3)C1)C2 (stereo unspecified)
0.38	0.24	-47	CC1CCN(CC(=O)NC(=O)NCc2ccccc2)CC1
-0.1	0.39	/	CCN(CC)S(=O)(=O)c1ccc(OC)c(NC(=O)C(Cc2ccccc2)N2C(=O)c3ccccc3C2=O)c1 (stereo unspecified)
-2.3	-1.6	/	COc1cccc(C(=O)Nc2nnc(-c3cccs3)o2)c1
-0.45	-0.3	/	COc1cccc(OCCNC(=O)CSc2ccc(C(F)(F)F)cc2[N+](=O)[O-])c1
0.13	-0.27	/	Cc1ccc(C2C3=C(CC(C)(C)CC3=O)N(CCN3CCOCC3)C3=C2C(=O)CC(C)(C)C3)cc1
-0.64	-1.1	-32	Cc1ccc(CSCC(Nc2ccc(C(=O)O)cc2[N+](=O)[O-])C(=O)O)cc1 (stereo unspecified)
0.77	1.1	13	O=C(COC(=O)c1cnccn1)Nc1ccc(Cl)cc1
-0.46	-0.95	63	CCNC(=O)COc1ccc(CC)cc1
0.12	-0.57	/	O=C1C(O)CC2c3ccccc3CC3(CCCC3)N12 (stereo unspecified)
1.7	2.5	-13	Cc1cc(NC(=O)/C=C/c2ccccc2)no1
-1.6	-1.3	31	CC1(C)Cc2c(sc3nnn(Cc4ccc(Cl)cc4)c(=O)c23)CO1

The list goes on.
SDO1 yeast rescue	SDO1 yeast rescue Rescue 24 h	INS promoter inh	SMILES
-1.7	-0.58	4	N#Cc1c(N)n(CCOC(=O)c2ccc(Cl)cc2)c2nc3ccccc3nc12
0.46	-0.11	/	O=c1c2ccccc2nc(COc2ccccc2)n1/N=C/c1cc([N+](=O)[O-])ccc1O
-0.58	-0.68	-169	O=S(=O)(Nc1cc(Sc2cccc3cccnc23)c(O)c2ccccc12)c1ccccc1
-1.6	-0.43	-6	COc1ccc(-n2c(SCC(=O)Nc3sc4c(c3C#N)CCCC4)nnc2-c2ccc(O)cc2)cc1
-1.2	-0.8	/	Cc1ccc(N2C(=O)c3ccccc3C2Nc2ccccc2F)nc1 (stereo unspecified)
0.25	-0.3	/	Cc1noc(C)c1COC(=O)CCOc1ccccc1
-0.43	-1.7	-381	COC(=O)c1cn(CC(=O)N2CCCCCC2)c2ccccc12
0.58	0.13	-450	O=C(CCc1ccccc1)Nc1ccc(F)cc1F
-0.53	-0.76	-6	Cc1ccc(/C=N/NC(=O)CCSc2ccccc2)cc1
0.98	0.61	8	Cn1nc(C(=O)Nc2nc3ccc(S(C)(=O)=O)cc3s2)ccc1=O
-0.66	-0.77	/	CCCn1c(NC(=O)c2ccc(Cl)c(S(=O)(=O)N3CCCC3)c2)nc2ccccc21
0.7	1	/	Cc1ccc(S(=O)(=O)N(C)C)cc1-n1c(SCC(=O)Nc2ccc(F)cc2)nc2ccccc2c1=O
1.3	0.93	64	CCOC(=O)C(C(C)=O)=C1SC2CS(=O)(=O)CC2S1 (stereo unspecified)
-0.56	-0.03	/	Cc1cccc(-c2noc(CN(C(=O)C(c3ccccc3)c3ccccc3)C(C)C)n2)c1
-1.2	-1.4	50	Fc1cc(F)cc(-c2oncc2-c2nnnn2-c2ccccc2)c1
0.57	-0.46	-49	CN(CCNC(=O)CN1CCN(Cc2ccccc2Cl)C1=O)Cc1ccccc1
-0.37	-0.19	-120	O=C(Cn1nnc(-c2ccc3c(c2)OCO3)n1)N1CCOCC1
/	/	0	Cc1ccc(N2C(=O)N(CC(=O)Nc3cc(C)cc(C)c3)C(=O)C2C)cc1 (stereo unspecified)
-1.5	-0.23	-55	Clc1ccccc1-c1nnc2sc(-c3ccc4c(c3)OCO4)nn12
0.93	0.15	40	Nc1nc(SCC(=O)Nc2ccc3c(c2)CCC3)n[nH]1
-0.48	-0.98	/	C[C@H](N)c1nnc(SCc2ccc(Cl)cc2Cl)o1
0.53	-0.12	-272	O=C(NCc1cccnc1)c1c(F)c(F)c(F)c(F)c1F
0.57	0.66	/	O=C(O)c1ccccc1C(=O)Nc1n[nH]c(=S)s1
/	/	12	COC(=O)c1cc2c(=O)n3ccccc3nc2n(C(C)C)c1=N
/	/	-24	CCOC(=O)CC1C(=O)NCCN1S(=O)(=O)c1ccc(OC)cc1 (stereo unspecified)
/	/	21	COc1ccc(NC(=S)NC(=O)/C=C/c2ccco2)cc1
-1.9	-1.2	-16	CCOC(=O)n1c(=O)n(Cc2ccc(Cl)c(Cl)c2)c2ccccc21
0.47	1.4	64	O=C(CSc1nnc(Cc2ccccc2)o1)Nc1ccc(Br)cn1
1.6	2	15	CC1CCC(C(C)C)C(OCC[N+](C)(C)C)C1 (stereo unspecified)
-0.03	0.67	31	Clc1ccc(Cn2cccc2C2=NCCO2)cc1
2.1	2.9	30	CCOc1cccc(N2C(=O)CC(n3cnc4ccccc43)C2=O)c1 (stereo unspecified)
-0.07	-0.18	67	COc1ccc(Cl)cc1NC(=O)CN(C)C1CCCCC1
-0.3	-1.1	/	CCC(C)(C(=O)NC1CCCC1)N(CC1CCCO1)C(=O)CNC(=O)c1ccccc1 (stereo unspecified)
-0.12	0.31	-280	CCC(C)[C@H](NC(=O)N1CCCC1)C(=O)OC (stereo partly specified)
-1.1	-0.55	/	CC(C)NC(=S)NC(=O)c1ccc(-c2ccccc2)cc1
-0.39	0.53	-13	Nc1c(C(=O)NC23CC4CC(CC(C4)C2)C3)sc2nc3c(c(C(F)(F)F)c12)CCC3
-0.72	1	41	COc1ccc(N=C2C(=Nc3ccc(OC)cc3)N(c3ccc(OC)cc3)C(=S)N2C(=O)c2ccc(OC)cc2)cc1
/	/	61	O=S(=O)(c1cccc(-c2nnco2)c1)N1CCOCC1
-0.11	-0.53	-25	Cc1ccc(C)c(N2CCN(C(=S)NC3CCCCC3)CC2)c1
0.59	0.58	/	CCOC(=O)C1CCCN(C(=O)CNC(=O)Cn2ccc3ccccc3c2=O)C1 (stereo unspecified)
1.1	1.3	/	CC(=O)c1cc2c(cc1NC(=O)CSc1nc3ccccc3[nH]1)OCO2
0.19	0.56	20	O=C(CN1C(=O)c2cccc3cccc1c23)Nc1cccnc1
0.69	1.9	-8	CCOc1ccc(C(=O)OCCCN(C)C)cc1
-0.56	-0.89	-365	CCCC(=O)OC1CC(C)N(C(=O)c2ccccc2)c2ccc(C)cc21 (stereo unspecified)
/	/	0	CC(=O)N1CCC(N(CCN2CCOCC2)C(=S)Nc2ccc(C)cc2)CC1
/	/	27	COc1ccc(/C=N/NC(=O)c2cccnc2)cc1Cn1nc([N+](=O)[O-])c(Br)c1C
/	/	-29	O=C(O)c1cccc(NC(=S)N/N=C/c2cccnc2)c1
0.96	1.3	-100	CCNC(=S)N(Cc1cc2cc(C)cc(C)c2[nH]c1=O)C1CCCC1
2.4	2.3	-407	CN1C(=O)CC(N2CCC(C(N)=O)CC2)C1=O (stereo unspecified)
-1.1	-0.66	?	O=C1Nc2ccc(S(=O)(=O)NCCC3=CCCCC3)c3cccc1c23

A section of the results above:
SDO1 yeast rescue	SDO1 yeast rescue Rescue 24 h	INS promoter inh	SMILES
-0.56	-0.89	-365	CCCC(=O)OC1CC(C)N(C(=O)c2ccccc2)c2ccc(C)cc21 (stereo unspecified)
/	/	0	CC(=O)N1CCC(N(CCN2CCOCC2)C(=S)Nc2ccc(C)cc2)CC1
/	/	27	COc1ccc(/C=N/NC(=O)c2cccnc2)cc1Cn1nc([N+](=O)[O-])c(Br)c1C
/	/	-29	O=C(O)c1cccc(NC(=S)N/N=C/c2cccnc2)c1
0.96	1.3	-100	CCNC(=S)N(Cc1cc2cc(C)cc(C)c2[nH]c1=O)C1CCCC1
2.4	2.3	-407	CN1C(=O)CC(N2CCC(C(N)=O)CC2)C1=O (stereo unspecified)
-1.1	-0.66	?	O=C1Nc2ccc(S(=O)(=O)NCCC3=CCCCC3)c3cccc1c23

The list goes on:
SDO1 yeast rescue	SDO1 yeast rescue Rescue 24 h	INS promoter inh	SMILES
1.2	1.3	-34	CCN(C(=O)CSc1nnc(Cc2ccccc2F)n1N)C1CCS(=O)(=O)C1 (stereo unspecified)
-0.03	-0.25	-39	CCNC(=S)N(Cc1cccs1)Cc1cc2cc(OCC)ccc2[nH]c1=O
-0.8	-0.55	46	NC(=O)c1cc2cc(Br)ccc2oc1=NCc1ccccc1
/	/	50	O=C(O)c1ccc2c(c1)C1C=CCC1C(c1cc3c(cc1Br)OCO3)N2 (stereo unspecified)
0.53	-0.21	/	COCCCN1C(=O)c2[nH]nc(-c3ccccc3O)c2C1c1cccc(Cl)c1 (stereo unspecified)
-0.04	-0.35	-44	O=C(NCCNC(=O)c1cc(OCC(F)(F)F)ccc1OCC(F)(F)F)Nc1ccccc1

Assay outcomes (PubChem)

An excerpt; the hit share may differ from the screen's.
